# CD11b adhes inh = blocks human CD11b/CD18 adhesion to fibrinogen | inhibition, % at 10 µM | K562 CD11b/CD18 adhesion to fibrinogen, ATPlite luminescence; Mn2+ added to activate the integrin | 0.54% of 93,000 active | P05107+P11215;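 active means primary inhibition of 50% or more at 10 µM, then 40% or more on retest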; further: some results filed as inactive read as strong as hits
# CYP2C19 activ = activators of human cytochrome P450 2C19 | P33261 | recombinant CYP2C19, luciferin-H EGE luminescence; active compounds read high; 0 = fully inhibited enzyme, 1 = untreated enzyme | activation factor at 5 µM | 96,000 tested, under 10 active | AID 1025;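 active means activation factor of at least 2 at 5 µM in the primary screen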;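 further: 0 = wells with 2.5 mM tranylcypromine and 1 = vehicle-only wells; values of inactives mirror those of a sister screen read the other way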
# Target sequence (P33261 whole entry, looked up): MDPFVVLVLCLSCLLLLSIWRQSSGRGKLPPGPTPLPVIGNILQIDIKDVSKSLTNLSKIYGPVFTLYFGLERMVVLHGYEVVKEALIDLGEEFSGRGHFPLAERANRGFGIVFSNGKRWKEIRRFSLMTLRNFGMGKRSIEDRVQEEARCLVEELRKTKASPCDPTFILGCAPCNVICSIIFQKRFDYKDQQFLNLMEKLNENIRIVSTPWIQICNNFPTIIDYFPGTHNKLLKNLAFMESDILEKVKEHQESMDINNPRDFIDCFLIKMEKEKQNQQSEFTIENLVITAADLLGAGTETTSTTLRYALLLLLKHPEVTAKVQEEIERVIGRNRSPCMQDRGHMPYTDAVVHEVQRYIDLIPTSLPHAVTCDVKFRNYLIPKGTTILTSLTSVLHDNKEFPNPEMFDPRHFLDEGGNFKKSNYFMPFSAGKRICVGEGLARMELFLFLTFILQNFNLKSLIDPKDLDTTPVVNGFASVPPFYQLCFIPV
# MT1-MMP txn act = activates MT1-MMP transcription | HT1080 MT1-MMP promoter luciferase reporter, luminescence, overnight; active compounds read high | activation factor at 10 µM | 0.16% of 86,000 active;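 active means activation factor of at least 2 for MT1-MMP transcription at 10 µM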
# CD11b adhes enh = increases human CD11b/CD18 adhesion to fibrinogen | P05107+P11215 | K562 CD11b/CD18 adhesion to fibrinogen, ATPlite luminescence | activation, % at 10 µM | 0.07% of 93,000 active | AID 1499;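 active means 10 µM primary screen giving 50% or more activity, confirmed by 40% or more on retest at that dose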; further: strong numbers were not always called active; reference of the scale not given here
# CYP2C9 inh = human CYP2C9 inhibition; CYP2C9 Supersomes, luciferin-H conversion, luminescence; inhibition, % at 5 µM; 20% of 96,000 active;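 active means blocking of liver enzyme CYP2C9 beyond about 50% at 5 µM, limit read from the data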; further: values of inactives mirror those of a sister screen read the other way
# PLAP activator = activators of human placental alkaline phosphatase; purified PLAP enzyme, luminescent substrate read-out; active compounds read high; activation fold at 20 µM; 1.2% of 96,000 active; AID 696; in the data active means activation fold above about 2
# Target sequence (P05187 whole entry, looked up): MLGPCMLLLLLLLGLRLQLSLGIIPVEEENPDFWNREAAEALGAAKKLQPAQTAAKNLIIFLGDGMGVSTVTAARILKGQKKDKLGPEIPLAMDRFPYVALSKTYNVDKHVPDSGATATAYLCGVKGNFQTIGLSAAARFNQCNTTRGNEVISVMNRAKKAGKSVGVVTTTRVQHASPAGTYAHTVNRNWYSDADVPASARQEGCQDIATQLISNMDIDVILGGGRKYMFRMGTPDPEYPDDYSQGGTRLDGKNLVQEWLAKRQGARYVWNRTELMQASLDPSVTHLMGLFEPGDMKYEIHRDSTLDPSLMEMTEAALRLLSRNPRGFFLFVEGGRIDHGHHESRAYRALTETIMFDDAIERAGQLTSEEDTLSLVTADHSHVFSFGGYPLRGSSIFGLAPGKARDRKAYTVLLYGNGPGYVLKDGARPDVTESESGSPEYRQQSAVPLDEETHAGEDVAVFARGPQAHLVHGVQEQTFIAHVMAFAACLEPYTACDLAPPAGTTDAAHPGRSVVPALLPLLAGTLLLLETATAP
# PTK2B oligo ant = antagonists of human Pyk2 oligomerization. Q14289. Q293 cells, Pyk2 FERM NanoBiT luminescence; active compounds read low. z-score (the deposit names both 25 µM and 10 µM). 0.83% of 99,000 active;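 active means Z-score of -3 or lower, scaled per plate to the spread of control and sample wells; inactive means z-score above -3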;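 further: negative z-score means lost luminescence so less FERM oligomerization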
# CYP2C9 activ = CYP2C9 (human) activation | activation factor at 5 µM | recombinant CYP2C9, luciferin-H conversion, luminescence; active compounds read high; factor 1 = untreated enzyme, 0 = blocked | P11712 | 1.4% of 96,000 active | AID 1024;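 active means activation factor of 2 or more for CYP2C9 at a 5 µM dose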;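 further: 0 = sulfaphenazole-blocked wells and 1 = vehicle-only wells; values of inactives mirror those of a sister screen read the other way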
# CYP2C19 inhib = inhibitors of human CYP2C19 | P33261 | inhibition, % at 5 µM | 21% of 96,000 active | CYP2C19 Supersomes, luciferin-H EGE luminescence, 30 min | AID 778;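 active means CYP2C19 inhibition above a set limit at 5 µM in the primary screen, cut at about 50% in these data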;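 further: plate controls were negative control wells for no effect and 2.5 mM tranylcypromine positive control for full effect; values of inactives mirror those of a sister screen read the other way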
# * marks the source's active call; other numbers are inactive results; nt = no result given. Not a hit list; about 31% have a hit in one of these screens.
SMILES,CD11b adhes inh,CYP2C19 activ,MT1-MMP txn act,CD11b adhes enh,CYP2C9 inh,PLAP activator,PTK2B oligo ant,CYP2C9 activ,CYP2C19 inhib
CCOC(=O)c1c(C)oc2c1c(C=NCc1ccccn1)c(O)c1ccccc12,28,0.4,1.4,4,86*,1.2,nt,0.1,64*
Cc1cccc2nc(CSc3nnnn3-c3ccccc3)cn12,10,0.2,1,-4,37,1.1,0.6,0.6,84*
Cc1ccc(-n2nc3c(c2NC(=O)c2ccc4c(c2)OCO4)CS(=O)C3)cc1 (centres undefined),-8,0.9,1.1,1,19,1.1,-0.09,0.8,13
CCN(CC)c1ccc(NC(=O)CCCCCN2C(=O)c3ccccc3C2=O)cc1,nt,0.8,0.9,nt,76*,1.2,-0.87,0.2,19
CC1CC(N(C(=O)c2ccccc2Cl)c2ccccc2)c2ccccc2N1 (centres undefined),-5,0.9,nt,-4,10,1.1,-3.6*,0.9,7
Cc1cc(Nc2ccccc2)n(-c2ccc(Br)cc2)n1,6,0.1,1.3,0,97*,0.4,-0.28,0,90*
CCn1c(SCC(=O)c2c(N)n(C)c(=O)n(C)c2=O)nc2sc(C)c(C)c2c1=O,1,1,1,-4,29,1.3,nt,0.7,-4
CCCCC(=O)Nc1ccc(C(=O)N2CCC(C(=O)OCC)CC2)cc1,-32,0.3,1,-3,54*,1.3,-0.26,0.5,68*
CC(=O)NC(NC(C)=O)c1ccc(Br)cc1,1,1.1,nt,-3,0,1.1,1.2,1,-7
C=CCNC(=S)Nc1cccc2ccccc12,-20,0.8,nt,-4,9,1,-0.39,0.9,22
O=C(NC(Cc1ccccc1)C(=O)N1CCN(c2ccccn2)CC1)c1ccco1 (centres undefined),-28,0.8,1,0,10,0.9,0.32,0.9,21
COC(=O)c1cc(C(=O)OC)cc(N2C(=O)CN=C2Nc2nc(C)cc(C)n2)c1,4,1,1.1,-7,-1,1.4,0.58,1,1
O=C(CN1CCC(c2nc3ccccc3[nH]2)CC1)NCc1ccc2c(c1)OCO2,27,0.9,0.9,3,26,0.9,0.19,0.7,7
COc1cc(NC(=O)C2CC(=O)NC3=C2C(=O)CC(C)(C)C3)c(OC)cc1Cl (centres undefined),6,0.8,1.3,2,46,1.6,-1,0.5,15
CCNc1nc(N)nc(-c2cc(Cl)ccc2OC)n1,5,0.8,nt,4,-1,1,-0.51,1,24
CCCC(=O)Nc1c2c(nn1-c1ccc(OC)cc1)CS(=O)(=O)C2,-9,1.1,1.2,-2,5,1,-0.07,1,-10
COCCNC(=O)c1snc2ccc(Cl)cc12,64,1.1,1.2,-1,-11,0.9,-0.05,1.1,-6
CCCc1[nH]nc2c1C(c1cccnc1)C(C#N)=C(N)O2 (centres undefined),4,1,1,-3,-5,1,0,1,-1
CN(C)c1ccc(/C=C2/C(=O)N(c3ccc([N+](=O)[O-])cc3)N=C2N2CCOCC2)cc1,nt,0.8,nt,nt,18,0.7,nt,0.8,16
O=C(CCCOc1ccc(Cl)cc1Cl)Nc1ccncc1,48,0,1.5,-7,100*,1.4,1.9,0,99*
COc1ccccc1CNC(=O)CSc1nc2nc(C)cc(C)n2n1,nt,1.1,1.1,nt,-32,1,0.05,1.3,-7
Cc1c(C(=O)OC2CCC(C)CC2)[nH]c2c1C(=O)CCC2 (centres undefined),0,0.9,1.7,-2,35,0.9,nt,0.6,8
C(=N\n1cnnc1)/c1cccnc1,-30,1.1,1,0,11,1,0.31,0.9,-5
CCOC(=O)N1CCN(C(=O)c2ccc3c(=O)n(CCC4=CCCCC4)c(=O)[nH]c3c2)CC1,-2,0.5,1.1,-1,43,1.1,-0.01,0.6,46
CCc1nnc(NS(=O)(=O)c2ccc(NC(=S)NC(=O)/C=C/c3ccc(C(C)C)cc3)cc2)s1,nt,0.8,nt,nt,77*,1.4,-1.1,0.2,22
CCOC(=O)C1C(=O)CC(C)(O)C(C(=O)OCC)C1c1ccc(OCC)cc1 (centres undefined),1,1,1.4,0,7,1.3,1,0.9,1
C/C(=N\Nc1cc(Cl)nc(C)n1)c1ccccc1,nt,1,nt,nt,4,0.9,-0.47,1,1
COc1ccc(N2C(=O)C3CCCN3C2c2cccc(OC)c2)cc1 (centres undefined),-7,0.7,1.1,-1,16,1.2,nt,0.8,30
CN1C(=S)SC(/[N+]([O-])=C/c2cccnc2)C1(C)C (centres undefined),-4,1,1,-2,-2,0.9,1.7,1,-1
CCOc1ccc(N(CC(=O)NC2CCCC2)C(=O)CSc2nnc(COc3ccccc3)o2)cc1,-7,0.6,nt,7,58*,1.1,-0.22,0.4,42
CCn1c(=O)c(C)nn2c3ccccc3nc12,-1,0.9,0.9,-3,13,0.8,0.07,0.9,7
O=C1/C(=C\Nc2ccccc2)CCN1c1ncccn1,-11,0.9,1.9,-3,3,0.8,-0.02,1,7
O=S(=O)(c1ccc(F)cc1)N1CCN(c2ccccc2)CC1,9,0.8,1.2,0,34,0.8,-1.5,0.7,23
c1ccc(-c2cc(N3CCCCC3)ncn2)cc1,-16,0.1,1.5,2,21,1,-1.1,0.8,87*
Cc1nnc(SCCn2c(N3CCCC(C)C3)nc3c2c(=O)[nH]c(=O)n3C)s1 (centres undefined),-6,1,1.1,-3,40,0.9,0.64,0.6,3
Cc1cc(C)nc(SCNC(=O)c2ccc(F)cc2)n1,20,0.4,1.1,-3,-25,1.1,0.18,1.3,62*

# Some of these compounds in order of length of the SMILES, low to high:
SMILES,CD11b adhes inh,CYP2C19 activ,MT1-MMP txn act,CD11b adhes enh,CYP2C9 inh,PLAP activator,PTK2B oligo ant,CYP2C9 activ,CYP2C19 inhib
COc1ccc(N2C(=O)C3CCCN3C2c2cccc(OC)c2)cc1 (centres undefined),-7,0.7,1.1,-1,16,1.2,nt,0.8,30
CCOC(=O)C1C(=O)CC(C)(O)C(C(=O)OCC)C1c1ccc(OCC)cc1 (centres undefined),1,1,1.4,0,7,1.3,1,0.9,1
CCOc1ccc(N(CC(=O)NC2CCCC2)C(=O)CSc2nnc(COc3ccccc3)o2)cc1,-7,0.6,nt,7,58*,1.1,-0.22,0.4,42

# Next part
SMILES,CD11b adhes inh,CYP2C19 activ,MT1-MMP txn act,CD11b adhes enh,CYP2C9 inh,PLAP activator,PTK2B oligo ant,CYP2C9 activ,CYP2C19 inhib
CCOC(=O)c1cnc(-n2cc(C)cn2)nc1Nc1ccccc1OCC,nt,1.2,1.1,nt,-19,1.1,0.25,1.2,-19
COc1cc(CN2CCC(C(=O)N3CCCC(C)C3)CC2)cc(OC)c1O (centres undefined),8,1,1.2,-3,3,1.2,0.1,1,1
CC(=O)c1cc2c(cc1NC(=O)CN1CCCCCC1)OCO2,nt,0.8,1.1,nt,0,1.2,-1.8,1,15
CCC(C)NC(=O)C(=O)NCc1ccncc1 (centres undefined),21,0.7,nt,7,-8,1,-0.64,1.1,33
O=C(O)C1CCCCC1C(=O)Nc1ccccc1Cl (centres undefined),nt,0.4,1.1,nt,46,0.8,0.18,0.5,64*
COCC(C)NC(=O)C1CC(c2cccc(Br)c2)=NO1 (centres undefined),3,1,1.2,-1,-110,1,0.01,2.1*,0
c1n[nH]c(NC2=NCCC2)n1,4,0.9,1.1,-3,18,1.7,0.58,0.8,6
COC(=O)C1=C(Nc2ccc(OC)cc2)C=C(C)C(C(=O)OC)C1c1ccc(C)cc1 (centres undefined),16,0.7,1.2,-7,52*,1.4,-0.71,0.5,33
COc1ccc(-n2c(N3CCN(C)CC3)nc3sc4c(c3c2=O)CCCCC4)cc1,19,0.4,1.1,-4,41,1.5,0.21,0.6,64*
CCOC(=O)C(NC(C)=O)(Nc1ccc(S(=O)(=O)Nc2cc(C)nc(C)n2)cc1)C(F)(F)F (centres undefined),-15,1,1,-1,12,0.9,0.02,0.9,4
O=C(NCC1CCCO1)c1onc(CSc2ccc(F)cc2)c1C(=O)O (centres undefined),nt,0.9,nt,nt,14,1,nt,0.9,15
Cc1ccc(C2CC(c3ccc(Cl)cc3)=NNC2=O)cc1 (centres undefined),-11,0.2,1.2,1,38,nt,-0.94,0.6,85*
Cc1ccnc(SCc2nc3ccccc3s2)n1,3,0.1,nt,-1,26,1.4,-0.83,0.7,92*
CCOc1ccc(-c2cc(N3C(=O)Nc4ccccc4N3O)on2)cc1,5,1,0.9,-5,12,0.9,0.33,0.9,4
NC(=O)Cn1nnc(-c2ccccc2NC(=O)c2cnccn2)n1,2,1.1,nt,-3,9,1,0.57,0.9,-11
c1ccc2c(c1)nc1n2CCS1,-20,0.4,1,-1,-19,1,-0.39,1.2,62*
NNC(=O)CN1C(c2ccc(Cl)cc2)=Nc2ccc(Br)cc2C1c1ccccc1 (centres undefined),-5,0.5,nt,2,58*,1.3,-3.4*,0.4,47
Cn1c(=O)c2cc(S(=O)(=O)N3CCOCC3)ccc2n(C)c1=O,14,1.2,1.1,-5,-25,1.3,-0.22,1.2,-16
CCCn1c(=O)[nH]c2ccccc21,0,1.1,1.1,-4,-33,1,0.66,1.3,-6
CCOC(=O)c1cc2occc2n1CC(=O)N1CCN(C(=O)c2ccco2)CC1,18,1,1.2,0,4,1.1,0.49,1,-4
C=CCn1cc(C(=O)NCCOC)c(=O)c2cc(S(=O)(=O)N(CC)CC)ccc21,2,1,1.2,0,75*,1.3,0.02,0.3,1
CCSc1nc(O)c(C2OC(=O)c3c2ccc(OC)c3OC)c(=O)n1CC (centres undefined),-2,0.8,1.1,-5,18,1.1,-0.21,0.8,15
CCOc1cccc(-c2nnc3sc(-c4ccc(C)cc4)nn23)c1,-1,0.9,1.1,0,28,1.2,nt,0.7,11
Cc1ccccc1-n1c(C)cc(/C=N/NC(=O)c2ccc(CN3CCOCC3)cc2)c1C,12,0.8,nt,-1,31,1.6,0.05,0.7,24
CCn1c(-c2cc(-c3ccc(OC(C)C)cc3)nc3ccccc23)n[nH]c1=S,29,0.3,nt,-4,96*,2.2*,0.24,0,74*
Cn1cccc1C(=O)OCC(=O)Nc1ccc2c(c1)CCC2,-7,0.8,1.4,-3,7,0.8,0.03,0.9,20
O=C(Cn1cnc2c(cnn2-c2ccc(Cl)cc2)c1=O)NCCc1ccccc1,0,0.6,1.1,-4,20,0.8,0.79,0.8,41
Fc1ccc(-c2nnc3ccc(N4CCc5ccccc5C4)nn23)cc1,-15,0.4,0.9,16,86*,1.4,nt,0.1,57*
Cc1nn(Cc2c(Cl)cccc2Cl)c(C)c1NC(=O)/C=C/c1cnn(C)c1C,-5,1,nt,-1,19,1.5,-0.66,0.8,3
CC(C)CCn1c(CN(C)Cc2ccccc2)nc2c1c(=O)n(C)c(=O)n2C,2,0.6,1.1,-3,96*,1.3,-0.74,0,43
CCCN(CCC)c1ncnc2c1cnn2-c1ccc(OC)cc1,25,0.9,0.6,5,8,1.2,-1.3,0.9,10
CCC(Sc1nc2cc3c(cc2c(=O)n1Cc1ccco1)OCO3)C(=O)Nc1cccc(OC)c1 (centres undefined),2,0.8,0.9,14,60*,1,-0.99,0.4,24
CC1CC(NC(=O)c2ncn[nH]2)CC(C)(C)C1 (centres undefined),12,0.8,nt,-3,-8,1.7,-0.2,1.1,16
CCN=C1NN=C(c2ccc(C)cc2)CS1,nt,0.7,nt,nt,20,1.3,-0.52,0.8,27
O=C1c2ccccc2C(=O)N1Cc1nc2ccccc2c(=O)n1Cc1ccco1,-24,0.9,1.1,42,10,0.9,nt,0.9,7
CCC(=O)N1CCN(c2ccccc2NC(=O)Cc2ccc(Cl)cc2)CC1,14,0.7,1.1,2,16,1.2,0.91,0.8,26
CCc1ccc(NC(=O)CSc2nnc(SCC(=O)Nc3ccc(CC)cc3)n2N)cc1,11,1.1,nt,1,62*,0.8,1.9,0.4,-7
COc1ccc(CCNC(=O)CN(c2ccc(OC)c(OC)c2)S(C)(=O)=O)cc1OC,-22,1,1.1,0,16,0.9,0.57,0.8,3
O=C(O)CCc1nc(-c2ccc(Cl)cc2)no1,1,1,nt,2,16,1,2.1,0.8,1
CN1CCN(C(c2cccnc2)c2ccc3cccnc3c2O)CC1 (centres undefined),-9,0.8,1.1,0,8,2.5*,0.61,0.9,25
